# CRFBP-R2 block: antagonists of CRF-BP/CRF-R2 complex, primary screen, cell-based, HEK293, calcium dye fluorescence, uHTS. CRF-induced calcium fluorescence. 350,000 tested, 0.59% active. inhibition, % at 11.8 µM;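 active means inhibition of the ligand-induced calcium signal above about 50% at the single tested concentration, limit read from the data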
# CHRM4 antagonist: human M4 muscarinic receptor antagonists, primary screen, CHO cells, Fluo-8 calcium fluorescence; inhibition, % at 3 µM; 360,000 tested, 0.73% active; AID 624125, 2012; CHO-hM4 cells, ACh EC80;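 active means inhibition above its plate's cutoff, the mean inhibition of sample wells plus 3 SD, cut at about 27% in these data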;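 further: 0% = acetylcholine EC80 with DMSO and 100% = DMSO without agonist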
# Target sequence (P08173 whole entry, looked up): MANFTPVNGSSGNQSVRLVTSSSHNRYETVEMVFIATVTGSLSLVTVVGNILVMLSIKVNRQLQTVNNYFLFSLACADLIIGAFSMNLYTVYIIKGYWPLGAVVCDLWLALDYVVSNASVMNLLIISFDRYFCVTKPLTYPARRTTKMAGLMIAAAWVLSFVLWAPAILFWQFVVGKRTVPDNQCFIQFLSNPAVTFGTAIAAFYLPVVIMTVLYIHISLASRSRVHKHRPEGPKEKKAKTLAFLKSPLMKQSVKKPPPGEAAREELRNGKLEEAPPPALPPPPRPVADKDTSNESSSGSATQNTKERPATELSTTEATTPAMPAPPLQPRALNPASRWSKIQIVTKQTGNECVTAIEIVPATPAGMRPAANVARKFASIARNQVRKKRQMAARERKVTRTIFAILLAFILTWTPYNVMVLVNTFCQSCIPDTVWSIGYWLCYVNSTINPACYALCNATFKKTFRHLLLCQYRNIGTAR
# IDE inh: human IDE inhibitors in live cells, primary screen, fluorescence polarization, HEK cells, FAbetaB substrate. Insulin-degrading enzyme (Homo sapiens), P14735. FAbetaB cleavage. inhibition, % at 5.59 µM. 320,000 tested, 0.41% active;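 active means percent inhibition above the average of all tested compounds plus 3 SD, set per screening campaign, cut at about 16% in these data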;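 further: IDE supplied by intact live HEK cells; FP after avidin binding of uncleaved biotin substrate so inhibition keeps polarization high; 0% = DMSO wells and 100% = 60 µM reference IDE inhibitor Ii1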
# M5 ag: human M5 muscarinic receptor agonists, primary screen, CHO-K1 cells, Fluo-8 calcium fluorescence | AID 624037, 2012 | 360,000 tested, 0.19% active | activation, % at 3 µM | CHO-K1 hM5 cells; 0% DMSO wells, 100% maximal acetylcholine response;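 active means activation above the run's mean over test compounds plus 3 SD, cut at about 23% in these data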;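 further: signal is peak over basal fluorescence ratio across the kinetic read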
# Target sequence (P08912 whole entry, looked up): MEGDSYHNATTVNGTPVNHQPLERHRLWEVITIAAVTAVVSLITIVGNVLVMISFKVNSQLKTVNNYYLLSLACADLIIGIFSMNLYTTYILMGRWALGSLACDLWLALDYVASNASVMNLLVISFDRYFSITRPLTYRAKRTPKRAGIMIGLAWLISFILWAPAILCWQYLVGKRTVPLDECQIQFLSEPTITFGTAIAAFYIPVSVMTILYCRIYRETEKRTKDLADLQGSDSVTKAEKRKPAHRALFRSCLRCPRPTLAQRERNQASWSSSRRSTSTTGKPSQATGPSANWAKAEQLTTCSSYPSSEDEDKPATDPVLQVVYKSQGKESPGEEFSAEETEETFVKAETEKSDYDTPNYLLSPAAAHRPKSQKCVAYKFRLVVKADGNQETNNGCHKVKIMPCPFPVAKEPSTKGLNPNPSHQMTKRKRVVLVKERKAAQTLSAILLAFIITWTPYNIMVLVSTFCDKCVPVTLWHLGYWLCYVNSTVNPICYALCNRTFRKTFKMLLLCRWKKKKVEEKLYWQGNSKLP
# M5 PAM: human M5 muscarinic receptor positive allosteric modulators, primary screen, CHO-K1 cells, Fluo-8 calcium fluorescence. CHO-K1 hM5, ACh EC20 PAM; 0% = ACh EC20, 100% = ACh EC100. AID 624038, 2012. activation, % at 3 µM. 360,000 tested, 0.3% active. Muscarinic acetylcholine receptor M5 (Homo sapiens), P08912;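 active means activation above the run cutoff, the mean activation of all test compounds plus 3 SD, cut at about 18% in these data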
#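 System – CHO-K1 hM5 cells · Compound – 3 µM, single dose · Incubation – compound preincubation 140 s before EC20 acetylcholine addition · Technique – Fluo-8 calcium fluorescence · Measure – Max/basal fluorescence ratio as % of EC20–EC100 ACh window · Benchmarks – low control EC20 acetylcholine (0%), high control EC100 acetylcholine (100%) · Replication – singlicate, one well per test compound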
# M4 PAM: human M4 muscarinic receptor positive allosteric modulators, primary screen, CHO-K1 cells, Fluo-8 calcium fluorescence | activation, % at 3 µM | 360,000 tested, 0.4% active | CHO-K1 hM4/Gqi5, ACh EC20; 0% = ACh EC20, 100% = maximal ACh | AID 624126, 2012;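 active means activation above its plate's cutoff, the mean activation of sample wells plus 3 SD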; further: some results filed as inactive read as strong as hits
# CHRM5 antagonist: human M5 muscarinic receptor antagonists, primary screen, CHO cells, Fluo-8 calcium fluorescence. Muscarinic acetylcholine receptor M5 (Homo sapiens), P08912. CHO-hM5 cells, ACh EC80. inhibition, % at 3 µM. 360,000 tested, 0.59% active. AID 624040, 2012;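 active means inhibition above a per-plate cutoff, the mean of that plate's test compounds plus 3 SD, cut at about 27% in these data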;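 further: 0% = acetylcholine EC80 with DMSO and 100% = DMSO without agonist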
# M4 ag: human M4 muscarinic receptor agonists, primary screen, CHO-K1 cells, Fluo-8 calcium fluorescence. 360,000 tested, 0.14% active. Muscarinic acetylcholine receptor M4 (Homo sapiens), P08173. AID 624127, 2012. CHO-K1 hM4/Gqi5; vehicle 0%, full acetylcholine response 100%. activation, % at 3 µM;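 active means activation above the run mean over all test wells plus 3 SD, cut at about 32% in these data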;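 further: peak over basal fluorescence ratio per well then scaled between controls; 0% = DMSO wells and 100% = acetylcholine at EC100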
# CRFBP-R2 agonist: agonists of CRF-BP/CRF-R2 complex, primary screen, cell-based, HEK293, calcium dye fluorescence, uHTS. CRF-binding protein / CRF receptor 2 complex (human). calcium dye fluorescence (FLIPR); percent of saturating CRF peptide response. activation, % at 13.2 µM. 350,000 tested, 0.46% active. AID 588473, 2011;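 active means activation of at least 50%, plus an integration ratio under a set limit after plate pattern correction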;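 further: plate controls were neutral control wells without compound for no effect and CRF at EC100 for full effect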
# Active calls of the source: *; . = not tested or not shown.
cpd	canonical_smiles	CRFBP-R2 block	CHRM4 antagonist	IDE inh	M5 ag	M5 PAM	M4 PAM	CHRM5 antagonist	M4 ag	CRFBP-R2 agonist
1	COc1ccc(N2CCN(S(=O)(=O)CCNC(=O)COc3ccccc3C)CC2)cc1	0	-13	5	1	-6	-2	5	4	0.0
2	CC1CCC(NC(=O)CCS(=O)(=O)c2ccc3c(c2)NC(=O)CO3)CC1 (stereo not given)	1	8	-6	-3	6	1	-3	1	-2.4
3	Oc1ccccc1N1CCN(c2nc(-c3cccs3)nc3ccccc23)CC1	-7	12	-3	1	5	-27	3	7	-2.2
4	Cc1ccc(C(=O)c2cc([N+](=O)[O-])ccc2N2CCOCC2)c(C)c1	22	-10	2	-8	3	0	0	-1	-0.7
5	O=C1NCC(COCC2CC=CCC2)O1 (stereo not given)	21	17	3	2	4	28*	-1	2	1.1
6	Cc1onc(-c2c(Cl)cccc2Cl)c1C(=O)NC1C(=O)N2C1SC(C)(C)C2C(=O)O (stereo not given)	-10	8	0	-2	-1	-4	-8	0	-1.6
7	C=CCSc1nc2sc(-c3ccccc3)cc2c(=O)n1N	21	-10	8	-2	12	15	-7	0	0.1
8	COC(=O)c1ccc(N2CCN(c3ccccc3)CC2)nc1	21	-15	11	-2	-1	-4	2	1	-3.1
9	O=C1c2cccc(Cl)c2C(=O)c2c1cccc2N1CCCC1	27	-4	3	-6	-5	-3	3	2	-2.0
10	CNC(=O)NC(=O)C(C)OC(=O)CCCSc1nc2ccccc2s1 (stereo not given)	8	1	6	-1	-3	0	3	3	-0.2
11	CCCc1c(C)c2ccc(OCC(C)=O)cc2oc1=O	23	12	2	0	-5	-6	2	1	-0.7
12	O=C(Nc1ccccc1Cc1ccccc1)c1oc2ccccc2c1COc1ccccc1	-16	-4	-2	3	-4	3	6	0	3.0
13	O=[N+]([O-])c1ccc(Sc2n[nH]c(-c3ccccc3)n2)nc1	3	-2	6	2	10	7	-13	3	4.8
14	C/C(CC(C)C)=N\Nc1ccc(S(N)(=O)=O)cc1[N+](=O)[O-]	22	-4	10	-4	-3	-1	5	0	-2.1
15	O=C(c1cccc(OC(F)F)c1)N1CCN(c2ncccn2)CC1	14	-2	4	-4	-7	0	5	2	1.3
16	CC(C#N)Sc1ccc(S(=O)(=O)N2CCCCC2)cn1 (stereo not given)	-1	-6	0	-9	-1	2	11	2	1.2
17	Cc1ccc2c(c1)N(S(=O)(=O)c1ccc(CN3C(=O)c4cccnc4C3=O)s1)CCO2	6	-13	0	-1	5	4	-7	2	2.5
18	Cc1cc(NC(=O)COC(=O)c2ccccc2[N+](=O)[O-])no1	-15	0	0	5	6	4	2	1	-1.3
19	CCCn1nnc(NC(=O)/C=C/c2ccco2)n1	-3	3	-4	4	-22	-16	17	12	1.8
20	CN(C)S(=O)(=O)c1ccc(Cl)c(C(=O)NNC(=O)c2ccc3c(c2)OCO3)c1	-5	-11	-2	1	0	7	-7	1	1.6
21	NS(=O)(=O)c1ccc(N2N=C(c3ccccc3)CC2c2ccccc2Cl)cc1 (stereo not given)	0	10	.	0	0	-1	1	-2	-0.9
22	Cc1cc(C)c(CN2CCC(n3nccc3NC(=O)C3CCCC3)CC2)cc1C	-7	-11	1	-6	1	0	-1	2	2.2
23	COc1ccc(-n2nc3c(c2NC(=O)c2c(F)cccc2Cl)CS(=O)C3)cc1 (stereo not given)	6	-15	7	1	-1	6	0	3	-0.2
24	Cc1cc(-c2nc3ncccc3o2)ccc1N	4	-1	-6	-3	3	-6	-4	1	0.6
25	COc1ccccc1CNc1nc(-c2ccccc2CO)c2sccc2n1	.	1	.	-4	-11	-8	7	4	.
26	CCN(C(=O)c1ccnc(C(C)(C)C)c1)c1ccccc1	-7	1	5	1	-1	2	0	-1	-0.8
27	Cc1cc(O)c(C(=O)/C=C/c2ccccc2Br)c(=O)o1	2	4	2	1	1	1	4	1	-0.2
28	CC(=O)Nc1ccc(-c2nnc(SCC(=O)c3ccc4c(c3)Cc3ccccc3-4)n2C)cc1	-9	4	-4	-1	-2	14	-9	2	1.2
29	CC(C)CC(C(=O)Nc1cccc(O)c1)N1C(=O)c2ccccc2C1=O (stereo not given)	-13	-5	-5	12	6	0	-13	4	-0.5
30	N#CCCN(C(=O)Nc1ccccc1)c1ccccc1	9	0	-2	-4	3	-2	-5	0	-1.2
31	O=C(CN(C(=O)CCC(=O)Nc1nccs1)c1ccc(F)cc1)NCc1ccccc1	-8	-2	1	0	-4	0	16	0	0.4
32	O=C(c1cc2sccc2n1Cc1ccccc1)N1CCN(c2nc3ccccc3s2)CC1	3	27*	5	-1	-10	-10	15	4	5.4
33	Cc1ccccc1CN1CCC(n2nccc2NC(=O)CCOc2ccccc2)CC1	-5	1	-3	-4	-4	-1	11	3	0.3
34	CC(=O)Nc1ccc(N=Nc2ccc(O)cc2)cc1	29	-2	1	13	1	3	-10	1	-3.2
35	COC(=O)Nc1sc2nc(C)cc(C)c2c1-n1cccc1	-6	12	5	-2	-2	-12	7	7	-1.8
36	NC(=O)C1CCN(CC(=O)Nc2cc(Cl)ccc2Oc2ccccc2)CC1	-3	5	4	1	-1	-6	6	2	0.0
37	CCOC(=O)c1cc(=O)[nH]c2ccccc12	-2	3	-2	-2	2	-7	1	1	-0.7
38	O=C(CCCc1ccccc1)Nc1cccc2c1CCCC2	-16	4	3	-7	1	0	-1	1	1.0
39	Cc1ccc(C)c(N2N=C(C(=O)Nc3cccnc3)CCC2=O)c1	-3	1	-4	-1	5	17	2	2	0.1
40	O=C(Nc1ccc2oc(-c3cccc4ccccc34)nc2c1)c1ncn[nH]1	2	0	3	0	7	7	1	1	2.0
41	Cc1nn(-c2ccc(Cl)cc2)c2sc(C(=O)c3c(N)n(C)c(=O)n(C)c3=O)cc12	-1	3	-4	1	4	-1	-1	1	1.5
42	CN(CC(=O)Nc1ccc(F)cc1)C(=O)COC(=O)CNC(=O)c1sc2ccccc2c1Cl	4	-5	-4	-2	-7	3	11	2	0.0
43	CN(C)S(=O)(=O)c1ccc(NC=C(C#N)C#N)cc1	0	4	-1	1	10	6	-3	1	-1.0
44	N#C/C(C(=O)NCc1ccccc1)=C1/N=C(NC(=O)c2cccs2)c2ccccc21	-32	2	0	1	0	1	6	1	5.3
45	CC(=O)c1c(C)nc(-c2ccc3c(c2)OCO3)n1O	11	1	-2	-1	-6	-5	6	0	-0.6
46	Clc1ccc(-c2cc(COc3ccccc3)no2)cc1Cl	-6	-13	-2	0	1	21	-5	0	3.9
47	COc1ccc(NC(=S)N(Cc2ccc(C)cc2)Cc2ccccn2)cc1	6	4	3	-2	4	1	2	0	-3.0
48	O=Cc1cn(-c2ccccc2)nc1-c1ccncc1	7	-6	3	-7	2	1	14	5	-3.7

# As a working copy, 19 of the compounds above:
cpd	canonical_smiles	CRFBP-R2 block	CHRM4 antagonist	IDE inh	M5 ag	M5 PAM	M4 PAM	CHRM5 antagonist	M4 ag	CRFBP-R2 agonist
1	COc1ccc(N2CCN(S(=O)(=O)CCNC(=O)COc3ccccc3C)CC2)cc1	0	-13	5	1	-6	-2	5	4	0.0
2	CC1CCC(NC(=O)CCS(=O)(=O)c2ccc3c(c2)NC(=O)CO3)CC1 (stereo not given)	1	8	-6	-3	6	1	-3	1	-2.4
3	Oc1ccccc1N1CCN(c2nc(-c3cccs3)nc3ccccc23)CC1	-7	12	-3	1	5	-27	3	7	-2.2
4	Cc1ccc(C(=O)c2cc([N+](=O)[O-])ccc2N2CCOCC2)c(C)c1	22	-10	2	-8	3	0	0	-1	-0.7
5	O=C1NCC(COCC2CC=CCC2)O1 (stereo not given)	21	17	3	2	4	28*	-1	2	1.1
6	Cc1onc(-c2c(Cl)cccc2Cl)c1C(=O)NC1C(=O)N2C1SC(C)(C)C2C(=O)O (stereo not given)	-10	8	0	-2	-1	-4	-8	0	-1.6
7	C=CCSc1nc2sc(-c3ccccc3)cc2c(=O)n1N	21	-10	8	-2	12	15	-7	0	0.1
8	COC(=O)c1ccc(N2CCN(c3ccccc3)CC2)nc1	21	-15	11	-2	-1	-4	2	1	-3.1
9	O=C1c2cccc(Cl)c2C(=O)c2c1cccc2N1CCCC1	27	-4	3	-6	-5	-3	3	2	-2.0
10	CNC(=O)NC(=O)C(C)OC(=O)CCCSc1nc2ccccc2s1 (stereo not given)	8	1	6	-1	-3	0	3	3	-0.2
11	CCCc1c(C)c2ccc(OCC(C)=O)cc2oc1=O	23	12	2	0	-5	-6	2	1	-0.7
12	O=C(Nc1ccccc1Cc1ccccc1)c1oc2ccccc2c1COc1ccccc1	-16	-4	-2	3	-4	3	6	0	3.0
13	O=[N+]([O-])c1ccc(Sc2n[nH]c(-c3ccccc3)n2)nc1	3	-2	6	2	10	7	-13	3	4.8
14	C/C(CC(C)C)=N\Nc1ccc(S(N)(=O)=O)cc1[N+](=O)[O-]	22	-4	10	-4	-3	-1	5	0	-2.1
15	O=C(c1cccc(OC(F)F)c1)N1CCN(c2ncccn2)CC1	14	-2	4	-4	-7	0	5	2	1.3
16	CC(C#N)Sc1ccc(S(=O)(=O)N2CCCCC2)cn1 (stereo not given)	-1	-6	0	-9	-1	2	11	2	1.2
17	Cc1ccc2c(c1)N(S(=O)(=O)c1ccc(CN3C(=O)c4cccnc4C3=O)s1)CCO2	6	-13	0	-1	5	4	-7	2	2.5
18	Cc1cc(NC(=O)COC(=O)c2ccccc2[N+](=O)[O-])no1	-15	0	0	5	6	4	2	1	-1.3
19	CCCn1nnc(NC(=O)/C=C/c2ccco2)n1	-3	3	-4	4	-22	-16	17	12	1.8

# From compound 47 as far as 48, as listed above:
cpd	canonical_smiles	CRFBP-R2 block	CHRM4 antagonist	IDE inh	M5 ag	M5 PAM	M4 PAM	CHRM5 antagonist	M4 ag	CRFBP-R2 agonist
47	COc1ccc(NC(=S)N(Cc2ccc(C)cc2)Cc2ccccn2)cc1	6	4	3	-2	4	1	2	0	-3.0
48	O=Cc1cn(-c2ccccc2)nc1-c1ccncc1	7	-6	3	-7	2	1	14	5	-3.7

# High-throughput results deposited in PubChem BioAssay by several laboratories.
